TrxR1 substrate = qHTS Assay for Substrates of Mammalian Selenoprotein Thioredoxin Reductase 1 (TrxR1): qHTS; Thioredoxin reductase 1, cytoplasmic (Rattus norvegicus), O89049; purified TrxR1 substrate turnover, NADPH consumption readout; Potency, µM (series often up to 114 µM), inactives show at the highest dose activity change, negative = substrate turnover; 0.01% of 390,000 active; AID 588456, 2011; note: potency is the fitted concentration of half-maximal effect; % is set by controls: 0 for no effect and ±100 for the full control effect; nearly all actives have a fitted effect of over 50% in size
Target sequence (O89049 whole entry, looked up): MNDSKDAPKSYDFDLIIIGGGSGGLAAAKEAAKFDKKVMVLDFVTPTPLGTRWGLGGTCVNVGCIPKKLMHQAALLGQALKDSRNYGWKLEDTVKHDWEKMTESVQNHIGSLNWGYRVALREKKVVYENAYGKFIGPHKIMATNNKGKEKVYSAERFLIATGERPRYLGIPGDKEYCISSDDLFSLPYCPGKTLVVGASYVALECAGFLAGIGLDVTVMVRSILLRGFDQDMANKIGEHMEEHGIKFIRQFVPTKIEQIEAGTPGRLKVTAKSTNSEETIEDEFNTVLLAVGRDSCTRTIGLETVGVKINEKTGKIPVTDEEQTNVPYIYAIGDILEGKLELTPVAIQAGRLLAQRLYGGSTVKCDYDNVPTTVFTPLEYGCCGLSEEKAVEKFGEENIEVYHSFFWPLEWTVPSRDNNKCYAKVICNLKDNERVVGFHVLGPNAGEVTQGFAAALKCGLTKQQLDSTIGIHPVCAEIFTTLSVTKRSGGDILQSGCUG
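Rat TrxR1, dispensed at 90 nM, was prereduced with 400 uM NADPH (final) for 5 min at ~22 deg C, then incubated with compound 15 min before 400 uM selenite. A first-read NADPH fluorescence drop versus no-compound background flagged substrates.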
Vif-A3F inh = qHTS for Inhibitors of Vif-A3F Interactions: qHTS; HeLa A3F-eYFP + Vif (tagged APOBEC3F with the HIV-1 protein that degrades it), YFP fluorescence increase; Potency, µM (top dose mostly 46.1 µM), for the others: top-dose activity, negative = active; 0.2% of 390,000 active; AID 602313, 2012; note: potency is the fitted concentration of half-maximal effect; % of control where 0% means no effect; nearly all actives have a fitted effect of over 65% in size
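Fluorescence increase (Ex 488/Em 500-530) after overnight compound treatment at 37 deg C flags inhibition of Vif-driven A3F-eYFP loss in stable HeLa A3F-eYFP/Vif cells seeded overnight beforehand.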
LDHA block = qHTS assay for inhibitors of human lactate dehydrogenase. purified LDHA, NADH/diaphorase-resazurin fluorescence; stronger effect = lower value. activity change, % (values are at about 110 or 230 µM). 0.15% of 480,000 active. AID 1347041, 2019; in the data active = activity change below about -30%; inconclusive = mostly about -25% to -30%;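 note: plate controls were DMSO wells for no effect and wells without enzyme for full effect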
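Resorufin fluorescence (ex540/em590), read at 0 and 20 min after diaphorase/resazurin addition, reports the NADH left after a 5 min room-temperature reaction of 2 nM human LDH5 with 0.06 mM NADH and 0.2 mM pyruvate.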
rTrxR1 inhibitor = qHTS Assay for Inhibitors of Mammalian Selenoprotein Thioredoxin Reductase 1 (TrxR1): qHTS; Thioredoxin reductase 1, cytoplasmic (Rattus norvegicus), O89049; recombinant rTrxR1, NADPH fluorescence consumption, selenite substrate; Potency, µM (top dose mostly 114 µM), for inactives: at the top dose activity change, negative = inhibition, most hits filed as inhibitors; 1% of 390,000 active; note: potency is the fitted concentration of half-maximal effect; % is set by controls: 0 for no effect and ±100 for the full control effect; nearly all actives have a fitted effect of over 65% in size
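Rat TrxR1 (90 nM in the dispensed reagent) was pre-reduced with 400 uM NADPH for 5 min at room temperature, then incubated with compound for 15 min. After 400 uM selenite was added, NADPH fluorescence (Ex 340/Em 450 nm) was followed for 8 min.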
RGS4 inh = Inhibitors of Regulator of G Protein Signaling (RGS) 4: qHTS. Potency, µM (highest dose often 114 µM), for the others: at the top dose activity change, negative = inhibition, usual class: inhibitors. Regulator of G-protein signaling 4 (Homo sapiens), P49798. 0.039% of 390,000 active. Transcreener GDP fluorescence polarization, RGS4-accelerated GTP hydrolysis; note: potency is the fitted concentration of half-maximal effect; % is set by controls: 0 for no effect and ±100 for the full control effect; nearly all actives have a fitted effect of over 75% in size; some results filed as inactive show a strong effect at the top dose
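MLSMR compounds (23 nl, pin-transferred) preincubated 10 min at room temperature with a 500nM (2x) first reagent, then RGS4 at 900nM (2x) plus Transcreener GDP mix added; fluorescence polarization (620/688 nm) read before and after 90 min at 30 °C.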
Vif-APOBEC3G blk = qHTS for Inhibitors of Vif-A3G Interactions: qHTS; DNA dC->dU-editing enzyme APOBEC-3G (Homo sapiens), Q9HC16; AID 602310, 2012; Potency, µM (series often up to 46.1 µM), inactives show at the top dose activity, negative = active, hits mostly inhibitors; 0.076% of 410,000 active; HeLa A3G-eYFP + Vif (tagged APOBEC3G with the HIV-1 protein that degrades it), YFP fluorescence, overnight;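 note: potency is the fitted concentration of half-maximal effect; % is set by controls: 0 for no effect and ±100 for the full control effect; nearly all actives have a fitted effect of over 60% in size; hits raise eYFP signal because A3G escapes Vif-driven loss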
Target sequence (Q9HC16 whole entry, looked up): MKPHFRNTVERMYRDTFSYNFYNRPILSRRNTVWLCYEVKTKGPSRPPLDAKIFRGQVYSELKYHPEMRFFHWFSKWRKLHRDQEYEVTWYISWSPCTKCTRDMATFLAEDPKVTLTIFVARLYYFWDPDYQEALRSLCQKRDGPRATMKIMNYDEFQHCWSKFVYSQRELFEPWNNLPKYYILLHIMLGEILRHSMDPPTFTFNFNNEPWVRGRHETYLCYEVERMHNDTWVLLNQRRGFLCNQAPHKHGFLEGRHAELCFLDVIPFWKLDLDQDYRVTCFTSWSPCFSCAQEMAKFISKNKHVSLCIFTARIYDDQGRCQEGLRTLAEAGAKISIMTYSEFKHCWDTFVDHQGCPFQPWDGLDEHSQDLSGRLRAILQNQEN
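Read-out is eYFP fluorescence (Ex 488/Em 500-530) from Vif-expressing HeLa A3G-eYFP cells; more signal means A3G escaped Vif-mediated degradation. Cells plated overnight, compound pinned in, incubated overnight at 37 deg C.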
IDH1 R132H inh = qHTS for Inhibitors of mutant isocitrate dehydrogenase 1 (IDH1): qHTS | Isocitrate dehydrogenase [NADP] cytoplasmic (Homo sapiens), O75874 | IDH1-R132H enzyme, NADPH consumption, diaphorase/resazurin fluorescence | Potency, µM (doses to about 76.6 µM), without a hit: at the top dose activity change, negative = inhibition, most hits filed as inhibitors | 0.093% of 390,000 active; note: potency is the fitted concentration of half-maximal effect; % is set by controls: 0 for no effect and ±100 for the full control effect; nearly all actives have a fitted effect of over 65% in size
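IDH1-R132H (0.5 ug/mL) preincubated 30 min with compound, then NADPH (0.016 mM) and alpha-KG (2 mM) added; 80 min at RT, pH 7.5. Remaining NADPH coupled via diaphorase/resazurin to fluorescence (540/590 nm); concentration-response curves normalized to no-enzyme control.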
GRP78 ERSR act = qHTS for Inducers of the Endoplasmic Reticulum Stress Response (ERSR) in Human Glioma: qHTS | U87-MG GRP78 promoter luciferase reporter, 16 h | Potency, µM, inactives show top-dose activation, actives largely listed as activators | 0.02% of 420,000 active; note: potency is the fitted concentration of half-maximal effect; series mostly up to about 76 µM; % of control where 0% means no effect; nearly all actives have a fitted effect of over 35% in size
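Stably transfected U87-MG human glioma cells carrying a GRP78-based luminescent sensor were seeded at 1000 cells/well, pin-dosed with compounds and incubated 16 h. Luciferase reagent was then added, and end-point luminescence was read after 10 min at room temperature.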
USP1 inh = Inhibitors of USP1/UAF1: Primary Screen | Ubiquitin carboxyl-terminal hydrolase 1 (Homo sapiens), O94782 | recombinant USP1/UAF1, Ub-Rhodamine cleavage fluorescence | Potency, µM (series often up to 57.1 µM), inactives show top-dose activity change, negative = inhibition, most hits filed as inhibitors | 0.23% of 390,000 active; note: potency is the fitted concentration of half-maximal effect; % is set by controls: 0 for no effect and ±100 for the full control effect; nearly all actives have a fitted effect of over 60% in size; inactives centre near -12
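Step one: compound is pinned into 1nM USP1/UAF1 in HEPES pH 7.8 buffer with TCEP. Step two: 15 min room-temperature incubation. Step three: Ub-Rho (150nM final) starts cleavage, tracked by fluorescence over six one-minute reads.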
* marks the source's active call; other numbers are inactive results; ? = inconclusive; & = joins results of further samples; [ ] = another dose, or the depositor's remark. Unless noted, calls come from the whole dose curve; as a rule, active = well fitted curve in the direction sought with a large enough effect; inconclusive = small, poorly fitted or top-dose-only effect, or another doubt; inactive = no such curve, though single readings can be large; an effect the other way counts as inactive or inconclusive.

SMILES	TrxR1 substrate	Vif-A3F inh	LDHA block	rTrxR1 inhibitor	RGS4 inh	Vif-APOBEC3G blk	IDH1 R132H inh	GRP78 ERSR act	USP1 inh
CCn1c(SCC(=O)NC2CCCCC2)nnc1C(CO)NC(=O)c1ccccc1 (stereo not given)	-3.5%	-1.1%	-9.6	2.3%	18.5%	0.9%	-2.6%	-2.2%	6.5%
CC(C)c1ccc(C(=O)Nc2ccc(-c3nc4ccccc4s3)c(Cl)c2)cc1	48.8%[activator]	3.5%	-18.2	16.7%	-12.6%	5.4%	-22.8%	-3.2%	-6.3%
CN1C(=O)Cc2cc(S(=O)(=O)N3CCN(c4cccc(C(F)(F)F)c4)CC3)ccc21	-11.9%[57.1 µM]	2.1%&-9.0%	-2.9&-5.4	22.7%[57.1 µM]	-21.6%[56.9 µM]	0.7%&-4.5%	-0.3%&-13.3%	-8.8%&1.6%	-18.2%&7.6%
Cc1ccc(-c2nnn(Cc3nc4ccccc4s3)n2)cc1	-2.3%	-1.5%	0.1	16.3%	25.1%	0.0%	6.7%	2.7%	-17.7%
CC(CCCC(C)(C)O)NC(=O)c1ccc2oc(CCc3ccccc3)nc2c1 (stereo not given)	-3.6%	-1.3%	0.6	20.4%	-9.8%	2.2%	1.3%	0.6%	-11.4%
COc1ccc(/C=C/C(=O)c2ccc(NC3=NCCCS3)cc2)cc1OC	6.6%[57.1 µM]	-6.1%	-14.1	10.6%[57.1 µM]	-39.4%	-25.6%	-4.5%	-16.3%	-19.6%
CCc1cc2c(=O)n(CC(C)C)cnc2s1	-5.5%	8.4%	-8.3	3.7%	10.7%	-0.8%	2.8%	5.7%	-2.6%
CCC(=O)N1CCN(c2ccc(OC)cc2[N+](=O)[O-])CC1	2.4%	-6.2%	-6.6	18.0%	5.2%	-0.2%	5.1%	-3.6%	-0.8%
COc1ccc(NC(=O)CCn2c(=O)c3cccn3c3cccnc32)cc1Cl	1.5%	?	-1.6	-0.5%	-10.8%	-0.3%	-8.5%	0.5%	-17.6%
O=C(Nc1ccccc1)c1ccc(-c2ccc(Br)cc2)o1	-2.2%	-1.6%	6.2	-20.2%	-50.3%	2.9%	9.9%	9.8%	-25.6%
COc1cc(Cl)ccc1OCc1cc(C(=O)NCCCN2CCCC2=O)no1	1.1%	0.4%	-9.9	12.6%	10.9%	-3.6%	0.0%	1.8%	-18.8%
CCC(C(=O)N1CCOCC1)n1nc(C)n2c(cc3cc(C)ccc32)c1=O (stereo not given)	9.1%	-0.7%	-13.6	7.1%	3.8%	-6.5%	-8.2%	-7.5%	-6.2%
COc1ccc(S(=O)(=O)Cc2ccc(C(=O)O)o2)cc1	5.8%	-7.8%	-0.8	-12.9%	-3.0%	5.6%	0.0%	-2.4%	-12.4%
CCOc1ccc(-n2nc3c(Cl)nnc(C)c3c2C)cc1	24.3%	-19.7%	4.2	12.7%	-16.9%	0.5%	1.2%	-1.5%	-4.9%
CC(C)NC(=O)/C(C#N)=C\c1ccc(N(C)C)o1	-23.9%[57.1 µM]	?	8.2	-66.3%	-25.2%	-18.2%	8.7%	4.9%	?
COC(=O)c1scc(C)c1NC(=O)CC1NCCNC1=O (stereo not given)	6.0%	-4.9%	-8.5	20.2%	-0.4%	-0.9%	17.4%	-3.1%	-17.7%
CC(=O)c1ccc(Oc2cc(C)nc(-n3nc(C)cc3C)n2)cc1	-8.1%	5.2%	-4.9	-12.7%	18.7%	?	1.0%	-3.2%	-4.9%
COc1ccc(C(=O)Nc2ccc(N3CCCC3)cc2)cc1OC	0.6%	-12.7%	2.8	11.1%	?	0.0%	0.0%	0.3%	-32.7%
CCCCOc1ccc(-c2c(C(=O)Nc3ccccc3)c(C)[nH]c(=S)c2C#N)cc1	3.1%	-26.0%	-1.2	?	?	0.9%	9.7%	2.9%	-13.1%
CC1=CC(C)(C)Nc2cc(C)c(C)cc21	14.4%	-7.9%	9.0	6.2%[57.1 µM]	-6.8%	-0.8%	12.7%	-1.9%	-23.2%
NC(=O)c1ccsc1NC(=O)COC(=O)c1ccc(Cl)c(N)c1	7.4%	-13.2%	2.8	0.2%	?	-4.3%	7.1%	1.3%	-8.1%
Cc1ccc(NC(=O)CSc2nnc(-c3ccco3)o2)cc1	-1.9%[57.1 µM]	-8.3%	2.4	29.6%[57.1 µM]	3.3%	1.2%	17.9%	3.6%	-10.8%
CCOC(=O)C1=C(CN2CCCCC2)NC(=O)NC1c1cc(C)ccc1C (stereo not given)	6.8%[57.1 µM]	1.9%&-6.6%	2.4&-1.8	23.0%[57.1 µM]	-11.6%&9.7%	-7.9%&0.5%	-1.3%&-4.5%	-4.2%&-2.7%	13.2%&0.9%
CC(C)n1cnc2c(NCc3ccccc3)nc(NCc3ccccc3)nc21	-0.8%	-14.3%	5.1	25.4%	-20.4%	-6.5%	-0.1%	-0.3%	-16.6%
CCOC(=O)C1CCN(C(=O)c2ccccc2NC(=O)c2ccc(Br)cc2)CC1	1.8%[57.1 µM]	-6.9%	-5.4	4.8%[57.1 µM]	12.6%	-0.9%	7.6%	-2.5%	2.8%
OCC1(Cc2ccc(F)cc2)CCCN(CCc2ccccc2)C1 (stereo not given)	-0.6%	-10.4%	-2.0	13.9%	-16.9%	4.8%	-2.3%	-0.6%	-18.5%
CCOC(=O)C1(CCOc2ccccc2)CCN(Cc2ccc3c(c2)OCCO3)CC1	1.0%	-0.4%	-0.4	23.1%	0.7%	2.6%	-2.3%	-1.1%	-12.7%
Cc1ccc(S(=O)(=O)Nc2ccc(Cl)cc2C(=O)c2ccccc2)cc1	-7.1%	3.1%	-2.7	9.1%	-17.0%	-12.1%	5.7%	-2.6%	0.2%
Cn1c(SCC(=O)Nc2ccccc2-c2ccccc2)nnc1-c1ccco1	-2.7%	1.7%	-6.6	-35.1%	12.9%	-1.5%	1.0%	1.3%	-16.8%
Cc1ccc(CN=C(N)Nc2nc(C)cc(C)n2)cc1	-0.5%[57.1 µM]	2.4%	-5.5	11.6%[57.1 µM]	-18.3%	?	0.9%	-7.1%	-12.3%
Cc1oc(-c2cc3c(cc2Cl)OCO3)nc1CN1CCCC(C(=O)N2CCOCC2)C1 (stereo not given)	-1.8%	-3.0%	-25.0	9.0%	11.4%	-0.3%	-9.3%	-3.1%	-9.1%
COc1cccc(C(=O)Nc2c3c(nn2-c2cccc(C)c2C)CS(=O)(=O)C3)c1OC	12.4%[57.1 µM]	-6.8%	-2.3	39.1%[57.1 µM]	4.3%	-3.7%	6.7%	-1.5%	-2.4%
CN1CCCN(CC(O)COCc2cccs2)CC1 (stereo not given)	4.6%	-7.1%	-8.5	?	-9.1%	-7.7%	-0.2%	-3.9%	-15.5%
Cc1ccc(CCNC(=O)C2CC(c3cccc(F)c3)=NO2)cc1 (stereo not given)	6.1%[57.1 µM]	5.7%	-2.9	7.6%[57.1 µM]	-2.9%	2.2%	-14.9%	-2.9%	-26.5%
CCOC(=O)c1c(-c2cccs2)csc1NC(=O)C(C)(C)C	3.8%	-11.0%	6.4	13.5%	-26.4%	-5.8%	10.5%	-3.9%	-18.5%
O=C1c2ccccc2N2C(=O)c3ccccc3[C@H]2N1c1ccccc1	-11.4%	3.7%	-0.8	7.7%[57.1 µM]	4.1%	-0.7%	0.0%	-3.6%	-9.3%

The list is partial. The share of hits here may be higher or lower than overall.
